Source: PubChem BioAssay
sEH inhibitor: soluble epoxide hydrolase (human) inhibition; P34913; recombinant human sEH enzymatic activity assay; inhibition, % at 2 µM; 0.34% of 91,000 active; AID 707; in the data active = inhibition above about 80%; note: values of inactives mirror those of a sister screen read the other way; many of its hits are not listed in these tables
E coli WT exp: E. coli BW25113 growth inhibition, expanded screen; growth inhibition, % at 100 µM; OD600 absorbance; 0.15% of 98,000 active;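 active = growth inhibition above about 50% at one test dose, limit read from the data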;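 note: growth measured after 20 h incubation at 37 °C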
hDAT+cocaine: changed human dopamine transporter uptake under cocaine IC80; Q01959; LLC-PK1 hDAT cells, [14C]-dopamine uptake with cocaine IC80; actives deviate in either direction; B-score at 10 µM; 1.3% of 110,000 active; AID 449768;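 active = Z score or B-score, a plate-position-corrected score, falls beyond the plate's 99.7% confidence bounds, in either direction; inactive = both scores lie inside the 99.7% bounds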;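 note: scored against the spread of the other compound wells on the same plate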
PLK1 kinase inh: PLK1 (human) kinase inhibition | recombinant PLK1 kinase, TR-FRET peptide phosphorylation | inhibition, % at 10 µM | 0.53% of 97,000 active;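 active = inhibition of 50% or more in the single-concentration screen; inactive = inhibition below 50%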;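 note: 0% = DMSO max control and 100% = H-89 dihydrochloride min control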
Target sequence (P53350 whole entry, looked up): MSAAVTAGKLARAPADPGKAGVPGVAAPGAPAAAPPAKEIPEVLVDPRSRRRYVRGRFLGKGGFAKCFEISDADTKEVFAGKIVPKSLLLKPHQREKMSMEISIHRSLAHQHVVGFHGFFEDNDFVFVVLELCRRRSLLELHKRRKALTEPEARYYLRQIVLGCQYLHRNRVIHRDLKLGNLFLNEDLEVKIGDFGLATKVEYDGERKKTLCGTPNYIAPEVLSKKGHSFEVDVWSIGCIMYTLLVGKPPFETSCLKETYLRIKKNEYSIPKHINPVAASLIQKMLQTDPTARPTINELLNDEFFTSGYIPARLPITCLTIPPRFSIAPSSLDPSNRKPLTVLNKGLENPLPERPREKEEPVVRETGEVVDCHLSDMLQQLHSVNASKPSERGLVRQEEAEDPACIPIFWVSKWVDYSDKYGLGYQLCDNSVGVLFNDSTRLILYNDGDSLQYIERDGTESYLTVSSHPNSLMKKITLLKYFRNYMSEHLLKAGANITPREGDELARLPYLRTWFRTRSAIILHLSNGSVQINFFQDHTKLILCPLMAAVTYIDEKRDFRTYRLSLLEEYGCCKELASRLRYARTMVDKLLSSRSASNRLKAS
TNFa cytotox: HUVEC cytotoxicity counter-screen, TNF alpha stimulated; cell count reduction, % at 2 µM; 0.17% of 93,000 active; AID 848; HUVEC TNFalpha-stimulated, Hoechst cell count, imaging;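 active = cell count reduction exceeding the screen mean by over 5 SD, scaled to untreated wells per plate, cut at about 78% in these data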;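 note: cells counted after 24 h of TNF alpha exposure following the 1 h pretreatment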
IL1B cytotox: toxic to HUVEC cells under IL-1B stimulation. cell count reduction, % at 2 µM. HUVEC cell count loss, Hoechst imaging, IL-1B stimulated. AID 845. 0.41% of 94,000 active;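 active = cell count reduction more than 3 SD above the screen-wide mean, cut at about 70% in these data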;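 note: normalized per plate to untreated control cells as the no-loss baseline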
VCAM1 TNFa inh: reduces TNF alpha induced VCAM1 expression in HUVEC; HUVEC TNFa-induced VCAM-1 immunofluorescence, high-content imaging; inhibition, % at 2 µM; 0.48% of 95,000 active; AID 802;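 active = inhibition above the batch mean plus 3 SD, with images confirmed as a hit by eye, cut at about 37% in these data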;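 note: 0% = TNF-stimulated DMSO wells and 100% = unstimulated control wells; not every result past the cut was called active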
PLK1 PBD inh: blocks phosphopeptide binding to human Plk1 polo box domain | AID 693 | 0.13% of 97,000 active | inhibition, %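 (tested at about 20 µM)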 | Plk1 PBD phosphopeptide binding, fluorescence polarization | P53350; in the data active = inhibition above about 34%, passing the limit was not always enough
F-actin modifier: cytoskeleton assembly modification; inhibition, % at 2 µM; 0.18% of 91,000 active; HUVEC TNFa F-actin phalloidin imaging, high content;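 active = inhibition above the batch mean plus 3 SD and confirmed as a hit by visual image inspection, cut at about 30% in these data, passing the limit was not always enough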; note: strong numbers were not always called active
Numbers without * were called inactive; . = not tested or not shown.

SMILES	sEH inhibitor	E coli WT exp	hDAT+cocaine	PLK1 kinase inh	TNFa cytotox	IL1B cytotox	VCAM1 TNFa inh	PLK1 PBD inh	F-actin modifier
CCOc1ccc(-n2nnc3c(=O)n(C/C=C/c4ccccc4)cnc32)cc1	.	-1	-0.0012	-23	-25	7	5	-26	-2
CNC(=O)n1ccc(C(=O)N2CCCCC2)n1	1	4	0.78	-10	-11	-3	-4	15	-19
CCOC(=O)c1cnn(-c2ccccc2)c1-n1cccc1C(=O)C(=O)Nc1ccccc1C(F)(F)F	-4	-10	-0.56	-7	-9	16	-1	0	-2
Nc1nnc(CCC2CCCCC2)s1	-4	3	.	-9	-50	-5	14	9	-21
Cc1ccc(SCC(=O)NC(C)(C)C)cc1	12	5	-0.74	-6	-16	-88	-3	6	7
O=C(NC1CCS(=O)(=O)C1)C12CC3CC(CC(C3)C1)C2 (stereo unspecified)	15	0	0.055	-3	-15	4	5	7	2
CC1(C)CC(=O)C=C(Nc2ccc(F)cc2)C1	-2	-1	-0.066	-8	-11	-14	14	11	9
CC(C)c1nc(SCc2ccccn2)c2c(=O)n(C)c(=O)n(C)c2n1	.	-9	0.13	32	.	.	.	-5	.
O=C(COC(=O)[C@@H]1CCCN1C(=O)c1cccs1)NCCc1ccccc1	4	4	-0.67	-6	-48	-8	-17	42	8
OCc1ccccc1OCCOc1ccc(Cl)c2cccnc12	1	-2	-0.74	-1	-10	2	0	16	12
CCCC(=O)Nc1c2c(nn1-c1ccc(OC)cc1)CS(=O)(=O)C2	-4	-8	-0.14	-12	-37	-69	-21	-4	.
Cc1ccc(NC(=O)NC2(C(=O)NCc3ccco3)CCCCC2)cc1	-13	-13	-0.34	-7	-34	12	-10	-6	23
CCC(=O)N1CCN=C1SCc1ccccc1	.	-14	0.56	-2	-13	3	-7	-26	-6
COCCCn1c(SCC(=O)NC(C)C)nnc1-c1ccccc1	7	1	-0.33	-3	-5	-2	5	-16	-8
O=C(COCc1nc2ccccc2c(=O)[nH]1)NC1CCCC1	4	6	1.7	5	-10	-22	-7	-4	18
COc1ccc(/C=N/NC(=O)C(=O)N2CCN(c3ccccc3OC)CC2)cc1	-15	7	1.2	-11	-5	20	0	18	1
Fc1ccc(-c2nc3c(Cl)cc(C(F)(F)F)cn3c2Cl)cc1	9	-1	2.1	-3	17	-43	20	7	-39
CC1C/C(=N/NC(=O)c2cccs2)CC(C)(C)C1 (stereo unspecified)	58	3	-1.1	-10	-41	9	-6	-27	9
O=C1c2ccccc2C(=O)N1c1nc2nccc(-c3ccccc3)n2n1	5	-4	-0.12	-7	-1	9	7	12	7
CCOC(=O)Cc1csc(NC(=O)CSc2nnc(C3CC3)n2C)n1	-7	4	0.0068	-11	55	4	36	-8	38
CC(=O)Nc1cccc(NC(=O)C2CCCN2C(=O)Nc2cccc(F)c2)c1 (stereo unspecified)	11	-2	0.81	-3	.	-4	.	10	4
CCOc1cccc(CN2CCN(c3cccc(C(F)(F)F)c3)CC2)c1O	-6	4	-0.5	-9	5	-1	-1	4	-3
Cc1cccc(Nc2ccccc2C(=O)NCc2ccco2)c1C	-7	-1	-0.69	-11	-22	-22	20	-3	-3
COc1ccccc1Nc1nc(-c2sc(NC(=O)c3cccc(Cl)c3)nc2C)cs1	38	-10	-0.0072	-11	-27	-2	18	-4	8
CCN(CC(=O)NCCc1ccc(S(N)(=O)=O)cc1)Cc1nc2cc(OC)c(OC)cc2c(=O)[nH]1	3	5	-0.64	-11	-14	16	-3	12	14
CCC1CCCCN1CCCNC(=O)Cn1nc(-c2ccccc2)ccc1=O (stereo unspecified)	-1	5	-0.89	-3	-52	-16	7	-18	25
O=C(COC(=O)CCc1ccccc1)Nc1ncc(Cl)cc1Cl	8	1	-0.92	-7	-14	-20	10	-2	-7
COCCn1c(SCC(=O)Nc2cc(C)on2)nnc1-c1ccco1	1	8	-1.7	-34	25	-4	5	12	-24
O=C(COC(=O)Cc1cccc(C(F)(F)F)c1)NCC1CCCO1 (stereo unspecified)	7	1	-1.2	-14	12	3	-3	5	14
Cc1cc(=O)oc(C)c1C(=O)Nc1ccc(Cl)cn1	.	-7	-1	-8	-13	21	8	1	9
Cc1csc(NC(=O)NC2(C(F)(F)F)Oc3ccccc3O2)n1	7	0	-1.3	-8	-24	32	33	6	20
COc1ccc(-n2c(C)c([N+](=O)[O-])c3ccc(O)c(CN4CCCCC4)c32)cc1	8	3	-0.64	-6	-20	-2	-8	-10	.
COc1ccc(CSc2nnnn2-c2ccccc2)cc1	9	-1	.	-27	21	-40	-10	6	11
FC(F)(F)c1cccc(Sc2cc(C(F)(F)F)nc(-c3ccccn3)n2)c1	0	-4	-0.061	-8	-16	18	0	-7	-17
c1coc(C2Nc3cccc4cccc(c34)N2)c1	-2	9	-0.033	27	-44	21	-15	-18	9
c1ccc(-c2cc(N3CCCCC3)ncn2)cc1	3	3	0.099	-5	-14	3	-4	-6	-2
CCOC(=O)c1c(C)sc2c1N(C(=O)CCl)c1cc(Cl)ccc1S2	2	-9	-1.7	-17	-22	-4	9	33	28
Cc1ccc(S(=O)(=O)Nc2nc3ccccc3nc2N2CCN(c3ccccc3F)CC2)cc1	-16	-20	-0.76	-8	-3	4	8	-10	-7
CC(C)c1ccc(C2CC(=O)N3CN(Cc4ccco4)CSC3=C2C#N)cc1 (stereo unspecified)	12	10	-0.27	-17	-18	6	9	-16	5
Cc1ccc(-c2nc(CS(=O)CC(=O)NCCC(C)C)c(C)o2)cc1 (stereo unspecified)	.	-7	0.71	67*	.	.	.	9	.
CCOC(=O)C1CCN(C(=O)c2ccc(Br)o2)CC1	3	9	1	-11	6	-16	12	-11	-17
CCOC(=O)N1CCN(S(=O)(=O)N(C)C)CC1	7	-2	-0.58	-4	-15	29	-1	9	6
COc1ccccc1OCc1ccc(C(=O)Nc2ccncc2)o1	11	6	0.017	13	-8	6	-3	-11	-3
CC(=O)c1cccc(N(CC(=O)NCC2CCCO2)C(=O)CCC(=O)Nc2cc(C)on2)c1 (stereo unspecified)	1	-4	0.52	-19	-2	-9	-11	22	-22
c1ccc(-c2nnc(SCc3nc4ccccc4[nH]3)n2Cc2ccco2)nc1	6	1	2.6	0	-12	10	1	-18	16
Cn1ccnc1SCc1cc(=O)[nH]c2ccccc12	29	-5	-0.9	-7	-19	0	11	-11	6
CC(C)CN(C(=O)COC(=O)CCc1c[nH]c2ccccc12)C1CCS(=O)(=O)C1 (stereo unspecified)	18	2	-0.086	-4	71	7	29	-14	39*
CCN1CCN(C(=O)/C=C\C(=O)O)CC1	1	4	-1	-11	5	-1	9	6	-2
Cc1cc2nc(-c3ccco3)cc(C(F)(F)F)n2n1	-13	6	-0.012	-9	-3	20	0	-12	-17
O=C(Nc1ccc(F)c(F)c1)c1cccnc1	0	10	-0.1	-6	-32	12	-5	9	10
CC1(C)CC(=O)C(C=NCCN2CCN(C(=S)Nc3ccc(F)cc3)CC2)=C(O)C1	3	-4	0.13	-12	5	.	7	2	15
CCOc1ccc(NC(=O)CSc2nnc(C(C)C)n2CC)cc1	3	.	-0.12	-13	-39	95*	3	5	2
COc1cc(C2C=C(C34CC5CC(CC(C5)C3)C4)NC(=S)N2)cc(OC)c1OC (stereo unspecified)	12	-1	0.31	-7	-25	-10	-3	5	-15
O=S(=O)(c1ccc(-c2csc(-c3cccnc3)n2)cc1)N1CCCC1	-3	-6	-0.84	-3	-6	-38	7	9	-8
N/C(COc1cccc(Cl)c1)=N\NS(=O)(=O)c1ccccc1	5	-1	0.46	-11	-21	-32	18	15	-47
COc1ccc(N2CCN(Cc3nc4c(c(=O)[nH]c(=O)n4C)n3CC(C)=O)CC2)cc1	6	5	0.94	-3	-14	-33	19	2	17
O=C(NCc1ccco1)c1cccc(F)c1	-15	16	0.11	2	-1	-86	-3	-9	2
O=C(CSc1nnc(C2CC2)n1-c1ccccc1)Nc1ccc(N2CCOCC2)cc1	-7	-2	1.5	8	-2	14	-4	-4	-17
Cc1cc(C(F)F)n2ncc(C(=O)O)c2n1	1	-1	-0.11	-11	-2	-12	0	19	18
CCOC(=O)NC(=O)CSc1ccccn1	-18	0	-0.75	-8	-10	-31	-4	-3	7

Later entries
SMILES	sEH inhibitor	E coli WT exp	hDAT+cocaine	PLK1 kinase inh	TNFa cytotox	IL1B cytotox	VCAM1 TNFa inh	PLK1 PBD inh	F-actin modifier
CCC(C)[C@H](N)c1nnc(SCc2cccc(F)c2)o1 (stereo partly specified)	1	9	0.65	-11	-18	21	-23	2	7
COC(=O)c1ccccc1NC(=O)c1ccc(COc2cc(C)cc(C)c2)o1	-16	-24	0.73	-4	2	-10	6	7	-14
Clc1ccc(C2CC(c3ccco3)n3ncnc3N2)cc1Cl (stereo unspecified)	-4	.	0.93	-1	-10	11	4	8	7
Cc1ccc(C(=O)N/C(=C\c2cccs2)C(=O)NCCCn2ccnc2)cc1C	-12	-7	0.35	-9	-12	-20	13	20	-17
CCC(=O)OC1(C#CCOc2ccc(OC)cc2)CCN(C)CC1	4	-4	0.042	-4	-8	-2	34	1	3
COc1cccc(NC(=O)CSc2nc3c(c(-c4ccco4)c2C#N)CCCC3)c1	2	-11	-0.39	3	32	5	32	-25	0
Cc1ccn(S(=O)(=O)c2ccc(C(C)(C)C)cc2)n1	3	2	-0.28	-10	.	-33	.	-24	.

Structures listed so far that contain an aryl methoxy group:
SMILES	sEH inhibitor	E coli WT exp	hDAT+cocaine	PLK1 kinase inh	TNFa cytotox	IL1B cytotox	VCAM1 TNFa inh	PLK1 PBD inh	F-actin modifier
CCCC(=O)Nc1c2c(nn1-c1ccc(OC)cc1)CS(=O)(=O)C2	-4	-8	-0.14	-12	-37	-69	-21	-4	.
COc1ccc(/C=N/NC(=O)C(=O)N2CCN(c3ccccc3OC)CC2)cc1	-15	7	1.2	-11	-5	20	0	18	1
COc1ccccc1Nc1nc(-c2sc(NC(=O)c3cccc(Cl)c3)nc2C)cs1	38	-10	-0.0072	-11	-27	-2	18	-4	8
CCN(CC(=O)NCCc1ccc(S(N)(=O)=O)cc1)Cc1nc2cc(OC)c(OC)cc2c(=O)[nH]1	3	5	-0.64	-11	-14	16	-3	12	14
COc1ccc(-n2c(C)c([N+](=O)[O-])c3ccc(O)c(CN4CCCCC4)c32)cc1	8	3	-0.64	-6	-20	-2	-8	-10	.
COc1ccc(CSc2nnnn2-c2ccccc2)cc1	9	-1	.	-27	21	-40	-10	6	11
COc1ccccc1OCc1ccc(C(=O)Nc2ccncc2)o1	11	6	0.017	13	-8	6	-3	-11	-3
COc1cc(C2C=C(C34CC5CC(CC(C5)C3)C4)NC(=S)N2)cc(OC)c1OC (stereo unspecified)	12	-1	0.31	-7	-25	-10	-3	5	-15
COc1ccc(N2CCN(Cc3nc4c(c(=O)[nH]c(=O)n4C)n3CC(C)=O)CC2)cc1	6	5	0.94	-3	-14	-33	19	2	17
CCC(=O)OC1(C#CCOc2ccc(OC)cc2)CCN(C)CC1	4	-4	0.042	-4	-8	-2	34	1	3
COc1cccc(NC(=O)CSc2nc3c(c(-c4ccco4)c2C#N)CCCC3)c1	2	-11	-0.39	3	32	5	32	-25	0

Limited to hDAT+cocaine (2 entries from above):
compound	hDAT+cocaine
CC1C/C(=N/NC(=O)c2cccs2)CC(C)(C)C1 (stereo unspecified)	-1.1
CCOC(=O)Cc1csc(NC(=O)CSc2nnc(C3CC3)n2C)n1	0.0068
